Source: PubChem BioAssay (several laboratories)
UHRF1 binding – UHRF1 methyl-DNA binding inhibition | Q96T88 | UHRF1 binding to methylated oligo, TR-FRET | inhibition, % at 4.4 µM | hit rate 0.75% among 370,000 | AID 687016; in the data active means inhibition above about 21%;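 further: UHRF1 SRA domain binding a hemimethylated CpG hairpin DNA probe; 0% = median of test compound wells and 100% = reference inhibitor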
HTRA1 inh – HTRA1 (human) protease inhibition; inhibition, % at 5.96 µM; Q92743; hit rate 0.5% among 340,000; recombinant HTRA1, FP-rhodamine activity-based probe, fluorescence polarization; in the data active means inhibition above about 36%;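 further: 0% = enzyme with DMSO and 100% = wells lacking enzyme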
MBD2 inh – blocks human MBD2 binding to methylated DNA; inhibition, % at 4.4 µM; AID 686964; TR-FRET, MBD2 binding to methylated oligonucleotide; hit rate 0.31% among 370,000; in the data active means inhibition above about 13%
Target sequence (Q9UBB5 whole entry, looked up): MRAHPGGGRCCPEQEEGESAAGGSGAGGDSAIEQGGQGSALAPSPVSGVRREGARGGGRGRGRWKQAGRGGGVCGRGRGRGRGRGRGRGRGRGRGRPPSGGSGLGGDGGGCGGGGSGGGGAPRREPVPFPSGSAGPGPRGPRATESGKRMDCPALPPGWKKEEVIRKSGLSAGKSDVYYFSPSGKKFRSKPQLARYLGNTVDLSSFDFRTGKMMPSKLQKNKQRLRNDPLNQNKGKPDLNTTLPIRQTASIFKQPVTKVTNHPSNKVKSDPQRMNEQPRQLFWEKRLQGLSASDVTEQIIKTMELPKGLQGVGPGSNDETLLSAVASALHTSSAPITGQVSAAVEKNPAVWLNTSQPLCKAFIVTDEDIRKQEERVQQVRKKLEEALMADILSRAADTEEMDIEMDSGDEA
LEDGF integ inh – blocks HIV-1 LEDGF/p75-dependent DNA integration | TR-FRET IN-LEDGF/p75 DNA integration, Eu/Cy5 | inhibition, % at 3.7 µM | hit rate 0.64% among 370,000 | AID 743269;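 active means inhibition above the screen-wide mean plus 3 SD, cut at about 13% in these data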;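 further: signal is the Cy5 over europium emission ratio at 671 and 618 nm; 0% = plate median of compound wells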
mABHD4 FP – ABHD4 (mouse) inhibition, primary FP screen; inhibition, % at 8.92 µM; purified mABHD4, FP-Rh probe fluorescence polarization; hit rate 0.54% among 370,000; AID 720543;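 active means inhibition exceeding the mean over every tested compound plus 3 SD, cut at about 30% in these data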;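 further: 0% = plate median of compound wells and 100% = S159A mutant with DMSO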
Target sequence (Q8VD66 whole entry, looked up): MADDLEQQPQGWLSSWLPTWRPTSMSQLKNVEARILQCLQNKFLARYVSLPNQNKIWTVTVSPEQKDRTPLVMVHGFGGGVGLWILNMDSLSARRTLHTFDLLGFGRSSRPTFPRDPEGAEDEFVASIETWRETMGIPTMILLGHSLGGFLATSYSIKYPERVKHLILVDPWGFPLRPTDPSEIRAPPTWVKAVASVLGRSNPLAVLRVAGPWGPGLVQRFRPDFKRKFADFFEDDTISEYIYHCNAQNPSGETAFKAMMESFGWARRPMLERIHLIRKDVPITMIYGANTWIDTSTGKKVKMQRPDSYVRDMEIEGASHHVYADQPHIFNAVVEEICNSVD
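assay system = mABHD4 protein | compound dosing = single nominal dose of 8.92 µM, 0.89% DMSO final | read-out basis = percent inhibition of probe binding, normalized to plate controls | schedule = Enzyme–compound pre-incubation 45 min, then probe 60 min, both 25 °C | detection = fluorescence polarization, excitation 525 nm, emission 598 nm, BODIPY TMR filters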
PRMT1 FP inh – blocks human protein arginine methyltransferase 1; Q99873; recombinant PRMT1, activity-based probe fluorescence polarization; inhibition, % at 2.79 µM; hit rate 1.3% among 370,000; AID 652257;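 active means inhibition above about 21% made by adding two undisclosed values, limit read from the data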
PG9 binder – binds the HIV-1 gp120 antibody PG9 | TR-FRET gp120-PG9 antibody binding | inhibition, % at 6.7 µM | hit rate 0.43% among 360,000; in the data active means inhibition above about 8.5%
rCAG RNA binder – binds r(CAG) RNA repeats; AID 651821; inhibition, % at 3 µM; hit rate 1.3% among 370,000; r(CAG) RNA repeat, TO-PRO-1 dye displacement fluorescence;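 active means inhibition above the plate cutoff, the mean of all test compounds on that plate plus 3 SD, cut at about 35% in these data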;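 further: 0% = DMSO alone and 100% = 100 µM mitoxantrone as full dye displacement; higher means more dye released from RNA so lower well fluorescence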
NR1D1 modulator – Rev-erb alpha (human) modulation. Rev-erbα–FITC-DNA binding, fluorescence polarization, 90 min. AID 1259318. activity, % at 10 µM. P20393. hit rate 0.79% among 370,000;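 active means activity above about 14%, limit read from the data; passing the limit was not always enough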;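 further: 0% = DMSO wells with 35 nM protein and 100% = DMSO wells with 750 nM protein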
TCR CD3 inh – inhibitors of human TCR-CD3 interaction. TAMRA-labeled TCR probe fluorescence, biochemical. inhibition, % at 9.4 µM. hit rate 0.37% among 360,000; in the data active means inhibition above about 19%;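 further: recombinant mutant TCR 2C K166C tagged with TAMRA read by polarization; 0% = receptor in buffer alone and 100% = receptor with positive control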
Numbers without * were called inactive; . = not tested or not shown. This is a subset; count on the stated rates, not on these rows.

SMILES | UHRF1 binding | HTRA1 inh | MBD2 inh | LEDGF integ inh | mABHD4 FP | PRMT1 FP inh | PG9 binder | rCAG RNA binder | NR1D1 modulator | TCR CD3 inh
CCN(CC)C(=O)c1[nH]cnc1C(=O)Nc1ccc(C)cc1 | 0 | 6 | -1 | 0 | 2 | 3 | 3.3 | -1 | 3 | 0
COc1cc(N2C(=O)CC3(CCCC3)CC2=O)cc(OC)c1OC | 4 | 2 | -2 | 3 | 4 | -4 | -0.6 | -3 | -4 | 4
Cc1cc(C)nc(NS(=O)(=O)c2ccc(NC(=S)NC(=O)C(C)(C)C)cc2)n1 | 5 | 4 | 2 | 0 | -9 | 2 | 2.0 | 17 | -3 | -3
O=C1C=C(c2cccc3c2sc2ccccc23)C[C@@H](c2ccc(F)cc2)C1 | 2 | -7 | 3 | -1 | -4 | 2 | 0.2 | 6 | -4 | 0
COc1ccc(CCNC(=O)COC(=O)C2CC2)cc1 | 14 | -1 | 11 | -2 | 10 | 5 | 1.6 | -1 | 4 | 2
CC1CCN(c2nc3nonc3nc2Nc2ccc(F)cc2)CC1 | 2 | -14 | -1 | 2 | -2 | -3 | 0.4 | 3 | 1 | 6
CCN(CC)CCCN1C(=O)C(=O)/C(=C(/O)c2c(C)nc3ccccn23)C1c1ccc(C)o1 (stereo unspecified) | 0 | 2 | 1 | 0 | -6 | -2 | -0.4 | 0 | 3 | -7
Cc1ccc(NC2=CC(=O)CC(c3ccco3)C2)c(N)c1 (stereo unspecified) | 1 | 7 | 1 | 3 | 14 | 8 | -1.4 | 7 | -13 | -8
CCOC(=O)C1CCN(c2c(NC3CCCc4ccccc43)c(=O)c2=O)CC1 (stereo unspecified) | 1 | 2 | 0 | 2 | 4 | -1 | 0.2 | 3 | -3 | 3
Cc1ccc(OCC(=O)N2CCOCC2)c([N+](=O)[O-])n1 | 2 | 8 | 1 | -5 | 5 | -2 | 0.2 | -1 | -3 | -3
CC(=O)c1c(N2CCN(C(=O)C3CCCO3)CC2)nc(=S)n(-c2ccccc2)c1C (stereo unspecified) | 6 | 3 | 4 | -6 | -1 | 4 | -1.0 | -4 | 0 | -7
CC(C)Sc1nc2c(c(=O)[nH]c(=O)n2C)n1Cc1ccccc1 | 5 | -4 | 6 | 3 | -10 | 5 | 0.0 | -4 | -2 | -5
O=C(O)Cn1cc(C(=O)C2CC2)c2ccccc21 | 0 | 1 | 3 | -2 | 8 | -1 | 1.6 | -1 | -1 | -4
CCN1CCN(CC(=O)N2CCCC(C(=O)c3ccc(Oc4ccccc4)cc3)C2)CC1 (stereo unspecified) | 4 | 9 | 9 | -8 | -18 | 7 | -0.5 | -11 | 2 | -7
N#CC1(c2cccc(Br)c2)C(=O)Nc2ccccc21 (stereo unspecified) | 0 | 0 | -5 | 4 | 4 | -2 | -1.8 | 1 | -5 | 2
COc1ccc(NC(=O)c2ccccc2OCc2ccc(F)cc2)c(OC)c1 | 0 | -26 | 2 | -7 | 0 | 4 | -1.2 | 3 | 6 | -9
CNc1nc(SC)nc2ccccc12 | 0 | -4 | -5 | 0 | 0 | 1 | 3.1 | -1 | 5 | -2
CCOC(=O)c1c(NC(=S)NNS(=O)(=O)c2ccc(Br)cc2)sc2c1CCCCC2 | -2 | 2 | -3 | 2 | 13 | 0 | -4.0 | 11 | -5 | 4
N#CCCC12CCCCC1=Nc1ccccc12 (stereo unspecified) | 7 | 1 | -4 | 0 | -1 | 0 | -1.8 | 2 | -3 | 10
Cc1c(C(=O)OCC(=O)Nc2ccc3c(c2)OCO3)cccc1[N+](=O)[O-] | 1 | -3 | -1 | -5 | -4 | 3 | -1.3 | 6 | -9 | -2
O=C(COc1ccc2oc3c(c2c1)CCCC3)Nc1ccccn1 | -1 | -7 | -1 | 1 | -2 | 0 | 0.2 | -2 | 3 | 2
O=C(CCCC(=O)c1ccccc1)Nc1ccc(O)cc1 | 0 | 6 | 3 | -1 | 3 | 3 | -3.6 | -1 | -5 | 1
COC(=O)Nc1ccc2c(c1)N(C(=O)CCN1CCOCC1)c1ccccc1S2 | -1 | -3 | -4 | 3 | 4 | 1 | 0.3 | -1 | 6 | 4
CCOC(=O)/C=C/C(=O)NNC(=O)c1ccccc1Cl | 3 | 2 | 5 | 3 | 6 | 1 | 0.8 | 0 | -3 | 2
N/C(=N\OC(=O)c1ccncc1)c1cccc([N+](=O)[O-])c1 | -3 | -2 | -6 | 3 | -1 | -1 | -0.7 | -2 | 8 | 5
Cc1c(C(=O)Nc2nccs2)oc2ccccc12 | -5 | -7 | 3 | 0 | -4 | -3 | 0.8 | 0 | 9 | 6
Cn1c(N)c(C(=O)COC(=O)COc2cccc(Br)c2)c(=O)n(C)c1=O | 2 | 3 | 2 | -2 | -1 | 5 | -0.4 | 0 | 3 | -2
COC(=O)[C@]12CCCCC=C1N(Cc1ccccc1)C(=O)[C@H](CC(=O)NCc1cccs1)C2 | 3 | . | -1 | -3 | -6 | 6 | 1.6 | 4 | 5 | -8
CCc1cccc(NC(=O)CCc2nc(-c3cccs3)no2)c1 | 0 | -28 | -2 | 8 | -15 | -6 | 0.0 | 1 | -2 | 6
CCOC(=O)C(=O)Nc1ccc(S(=O)(=O)N2CCOCC2)cc1OC | 4 | 0 | -2 | 0 | -6 | 1 | -0.5 | 1 | 4 | -4
O=c1[nH]c(=S)n(C2CCCCC2)c(O)c1C=NCCN1CCOCC1 | -1 | -2 | -5 | 4 | 1 | 1 | -1.6 | -6 | -3 | -5
O=C(CSc1nc2cc(C(F)(F)F)ccc2n1Cc1ccccc1)NC1CCS(=O)(=O)C1 (stereo unspecified) | 1 | -8 | -1 | -3 | -5 | -3 | -0.8 | 5 | -4 | 7
COc1cc(NC(=O)COC(=O)Cc2ccsc2)cc(OC)c1 | -2 | -9 | 0 | -2 | -1 | 0 | 0.4 | -2 | -3 | 2
COc1cc([N+](=O)[O-])ccc1N1C(=O)C2C3C=CC(C4CC34)C2C1=O (stereo unspecified) | -1 | 1 | 8 | 2 | 3 | 0 | -2.3 | -1 | -1 | -2
N/C(=N\NS(=O)(=O)c1ccccc1Cl)c1ccccn1 | 0 | 5 | -2 | -1 | 1 | 0 | 0.4 | -1 | 0 | -8
CCN(c1ccccc1)S(=O)(=O)c1ccc(C(=O)N2CC(C)CC(C)C2)cc1 (stereo unspecified) | 0 | -3 | 0 | -5 | 7 | -1 | 0.8 | -11 | -3 | -3
Cc1ccc2nc(-c3ccco3)c(Cc3ccccc3)n2c1 | 7 | . | -5 | -2 | 14 | 19 | 0.4 | 3 | -2 | 4
COc1ccc(N(CC(=O)Nc2cc(OC)ccc2OC)S(C)(=O)=O)cc1 | 1 | -6 | -8 | -1 | -3 | -1 | -1.9 | 1 | 1 | -4
Cc1nnc(SCC(=O)Nc2ccc(N3CCOCC3)cc2)n1-c1ccccc1 | 2 | -11 | 4 | -1 | 2 | 1 | -2.2 | -8 | -2 | 2
CS(=O)(=O)N(CC(=O)Nc1cccc(Br)c1)Cc1ccccc1 | 4 | 2 | 9 | 3 | -12 | 0 | 1.0 | 1 | -1 | -13
COc1cc2c(cc1OC)C(/C(C#N)=N\O)=NC(C)(C)C2 | -5 | 2 | -6 | -4 | 3 | 3 | -2.0 | -1 | -1 | 1
COc1ccc(NC(=O)CSCC(=O)N(C)CC(=O)Nc2ccc(Cl)c(C(F)(F)F)c2)cc1 | 1 | -11 | 0 | -5 | -3 | 3 | -0.5 | -1 | 9 | -4
O=C(Nc1nc(=O)[nH]s1)c1ccccc1 | 0 | -2 | -1 | -5 | 3 | 0 | 0.4 | 2 | 2 | 3
O=C1C2C3C=CC(CC3)C2C(=O)N1c1ccccc1F (stereo unspecified) | 1 | 1 | -3 | 2 | -2 | 2 | 0.4 | -2 | 0 | -1
CC(C)c1ccc(S(=O)(=O)N2CCN(C(=O)CN3C(=O)NC4(CCCC4)C3=O)CC2)cc1 | 5 | -4 | 2 | 0 | -6 | 0 | -2.7 | 3 | -2 | 6
O=C1OC2(c3ccccc3)C3CCCC2C13 | 0 | -2 | 2 | 0 | 0 | -1 | 0.0 | 0 | 1 | 3
CCCn1nc(C(=O)Nc2nnc(CC)s2)c2ccccc2c1=O | -2 | 2 | -6 | -5 | -4 | 5 | -0.1 | -5 | 1 | -7
Oc1cccc(Nc2ccccc2)c1 | -1 | 1 | 0 | 16* | -2 | -1 | -2.4 | 1 | 3 | 8
Cc1ccc(C)c(NS(=O)(=O)c2cc(C(=O)Nc3ccccc3-c3ccccc3)ccc2C)c1 | -2 | -83 | -4 | -1 | -46 | -1 | -2.1 | 10 | 0 | 4
Cc1cc(C)n2nc(SCc3ccccc3F)nc2n1 | 0 | 0 | -2 | 0 | 3 | -2 | -1.6 | -3 | 3 | 1
CCOC(=O)CC(=O)COc1nc2cc3c(nc2o1)CCCC3 | 2 | 5 | -2 | 4 | 4 | 1 | -0.3 | 5 | -8 | -1
Cc1ccc(-c2noc(C3CCCN(C(=O)c4ccc(C(C)(C)C)cc4)C3)n2)o1 (stereo unspecified) | -2 | -55 | -5 | 2 | -1 | -2 | -0.6 | -5 | 7 | 5
O=C(Cn1cnc2sc3c(c2c1=O)CCCC3)NCC(=O)Nc1ccccc1F | 1 | 8 | 1 | -3 | 0 | -1 | -2.6 | 0 | 2 | -4
C=C(C)CSc1ncc(-c2cccc(C(F)(F)F)c2)cn1 | -2 | -8 | -5 | 5 | -2 | 0 | -6.4 | -2 | 0 | 7
COc1ccc(OC)c(NC(=O)C2CCCN2C(=O)NC2CCCCC2)c1 (stereo unspecified) | 1 | -3 | 2 | 2 | 7 | 2 | -2.6 | -3 | 1 | -1
COc1ccc(C(=O)Nc2ccnn2C2CCN(Cc3ccncc3)CC2)cc1 | 0 | 1 | 1 | -1 | 4 | 0 | -1.2 | -3 | 5 | 2
COc1ccc(CCNC(=O)CSc2nc(-c3ccco3)cc(C(F)(F)F)n2)cc1 | -5 | -5 | 3 | 1 | 8 | -1 | 1.2 | 0 | 1 | 3
CN1CCN(S(=O)(=O)c2cccc(C(=O)N(C)CC(=O)Nc3ccc(Cl)c(Cl)c3)c2)CC1 | 2 | 2 | -1 | 4 | 2 | 2 | -0.5 | 1 | 3 | 0
COC(=O)C1=C(COc2ccc(F)cc2)NC(=O)NC1c1ccc(C)cc1C (stereo unspecified) | 0 | -13 | -1 | 1 | 2 | -2 | -0.1 | -3 | -2 | 12
CCOC(=O)c1sc(/S(C)=N\S(=O)(=O)c2cccc(Cl)c2)c2c1CCC=C2 (stereo unspecified) | 5 | 0 | -2 | 2 | 1 | 0 | -0.9 | 5 | 0 | 3

Full records, quoted from the list. Order of values: UHRF1 binding, HTRA1 inh, MBD2 inh, LEDGF integ inh, mABHD4 FP, PRMT1 FP inh, PG9 binder, rCAG RNA binder, NR1D1 modulator, TCR CD3 inh
Cc1cc(C)n2nc(SCc3ccccc3F)nc2n1 as listed: 0, 0, -2, 0, 3, -2, -1.6, -3, 3, 1
COC(=O)C1=C(COc2ccc(F)cc2)NC(=O)NC1c1ccc(C)cc1C (stereo unspecified) as listed: 0, -13, -1, 1, 2, -2, -0.1, -3, -2, 12
